# Bioassay records: PubChem, National Center for Advancing Translational Sciences (NCATS)
# RXFP1 antagonist: RXFP1 (human) relaxin receptor antagonism; Q9HBX9; HEK293-RXFP1, relaxin-stimulated cAMP HTRF, 30 min; stronger effect = lower value; activity change, negative = inhibition, % at 57.5 µM; actives 0.59% (n = 350,000);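 active = activity change of -60% or lower, but not beyond a set lower limit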; note: % is set by controls: 0 for no effect and ±100 for the full control effect
# D1 PAM: human D1 dopamine receptor positive modulation; AID 504651; potentiation, % at 10 µM; actives 0.036% (n = 360,000); HEK293 TREx D1 cells, calcium flux, dopamine EC20 potentiation; P21728; in the data active = potentiation above about 30%; note: 0% is about no effect
# Target sequence (P21728 whole entry, looked up): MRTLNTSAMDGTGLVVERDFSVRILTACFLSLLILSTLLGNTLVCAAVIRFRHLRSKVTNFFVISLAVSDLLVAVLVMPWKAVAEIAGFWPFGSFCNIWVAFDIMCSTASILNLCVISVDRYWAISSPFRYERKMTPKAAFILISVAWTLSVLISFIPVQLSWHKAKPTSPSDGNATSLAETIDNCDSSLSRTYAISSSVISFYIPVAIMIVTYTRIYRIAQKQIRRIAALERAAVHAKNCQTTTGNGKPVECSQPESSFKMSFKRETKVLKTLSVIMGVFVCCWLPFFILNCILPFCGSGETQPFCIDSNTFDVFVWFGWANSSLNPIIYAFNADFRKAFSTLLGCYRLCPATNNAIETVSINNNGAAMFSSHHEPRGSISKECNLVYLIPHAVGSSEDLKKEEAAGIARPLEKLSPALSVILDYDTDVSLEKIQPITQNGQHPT
# D2 agonist: activates the human D2 dopamine receptor; P14416; actives 0.53% (n = 340,000); HEK293 T-REx D2 cells, calcium flux agonist mode; activation, % at 2 µM;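 active = activation over 3 SD above normal in the single-dose calcium agonist read, cut at about 30% in these data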; note: 0% is about no effect
# Target sequence (P14416 whole entry, looked up): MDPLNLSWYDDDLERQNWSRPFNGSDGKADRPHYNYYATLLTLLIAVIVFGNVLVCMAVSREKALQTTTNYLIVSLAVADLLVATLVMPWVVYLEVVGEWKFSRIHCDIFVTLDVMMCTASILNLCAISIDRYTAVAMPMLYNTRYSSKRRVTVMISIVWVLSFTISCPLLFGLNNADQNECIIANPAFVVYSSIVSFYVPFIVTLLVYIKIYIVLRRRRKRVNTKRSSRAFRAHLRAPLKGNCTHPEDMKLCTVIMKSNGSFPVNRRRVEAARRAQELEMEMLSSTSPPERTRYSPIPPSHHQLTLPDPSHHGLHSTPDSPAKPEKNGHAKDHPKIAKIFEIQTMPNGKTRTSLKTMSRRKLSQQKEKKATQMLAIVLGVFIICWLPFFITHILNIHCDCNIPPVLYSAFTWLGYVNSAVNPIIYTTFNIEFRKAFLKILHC
#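 Tetracycline-induced HEK293 T-REx cells with force-coupled D2 receptor, plated overnight at 30 C, loaded with no-wash calcium dye. After a 10 s baseline, compound was pin-added and calcium flux read kinetically for 180 s; calcium rises flagged agonists.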
# D2 antagonist: antagonists of human D2 dopamine receptor. P14416. HEK293 TREx D2 cells, calcium flux, dopamine EC80. inhibition, % at 10 µM. actives 2% (n = 340,000). AID 485344; in the data active = inhibition above about 30%; note: 0% is about no effect
#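 Calcium flux kinetic readout in an inducible HEK293 TREx D2 line plated overnight at 30 C. After 180 s compound exposure, an EC80 dopamine challenge follows with another 180 s kinetic read to detect antagonism.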
# D2 PAM: positively modulates the human D2 dopamine receptor allosterically | actives 0.34% (n = 340,000) | potentiation, % at 10 µM | P14416 | AID 485347 | HEK293 T-REx D2, calcium flux, EC20 dopamine potentiation;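 active = potentiation over 3 SD above the plate norm, cut at about 30% in these data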; note: 0% is about no effect
#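 Tetracycline-induced HEK293 T-REx cells force-coupled to calcium signalling expressed D2; compounds were pin-added after a 10 s baseline, read kinetically 180 s, then an EC20 dopamine challenge followed with a further 180 s calcium read.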
# D1 antagonist: blocks dopamine activation of the human D1 receptor; HEK293 TREx D1 cells, calcium flux, dopamine EC80; stronger effect = lower value; AID 504652; activity change, negative = inhibition, % at 10 µM; actives 3.2% (n = 360,000); in the data active = activity change below about -30%; note: % is set by controls: 0 for no effect and ±100 for the full control effect
#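 Compound effects on dopamine-evoked calcium signalling were measured in tetracycline-induced HEK293 Trex D1 cells. Dopamine at EC80 followed a 180 s compound pre-read, and fluorescence was tracked kinetically for 180 s more.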
# TRHR PAM: allosterically enhances the human TRH receptor | TRHR cells, fluo-8 calcium fluorescence, EC20 TRH enhancement | enhancement, % at 2 µM | actives 0.66% (n = 360,000); in the data active = enhancement above about 30%; note: 0% is about no effect
#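 Enhancer read-out: after compound pinning and an initial kinetic agonist-mode read, an EC20 of TRH (10 nM final) was injected and fluo-8 calcium signal (Ex 480/Em 530) followed at 1 s/cycle for 100 cycles in TRHR-expressing cells.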
# D1 agonist: human D1 receptor agonism | AID 504660 | P21728 | activation, % at 2 µM | HEK293 T-REx D1 cells, calcium flux, agonist mode | actives 1% (n = 360,000); note: 0% is about no effect
#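 Agonism was scored from calcium flux recorded over 180 s (1 read/s) after pintool compound addition, following a 10-cycle baseline. Cells were inducible force-coupled HEK293 TREx D1, plated overnight at 30 C and loaded with no-wash calcium dye.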
# TRHR agonist: TRH receptor (human) agonism; P34981; TRHR cells, calcium flux fluo-8, FDSS agonist mode; activation, % at 2 µM; actives 0.18% (n = 360,000); AID 493084; note: 0% is about no effect
#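 Agonist-mode FDSS calcium read (Ex 480/Em 530, 1 s cycles) in 1536-well TRHR cells with fluo-8 dye, after 10-cycle baseline and 23 nL compound addition; TRH at EC20 (10 nM final) added afterwards for the enhancer phase.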
# The depositor's hits bear a star; . = not tested or not shown; & = joins results of further samples. Cut-off read from the data, not from the text of the source, unless noted: active = activation above about 30%; inactive = the rest.
SMILES	RXFP1 antagonist	D1 PAM	D2 agonist	D2 antagonist	D2 PAM	D1 antagonist	TRHR PAM	D1 agonist	TRHR agonist
Cc1nc2nc(NC(=O)c3ccc(C(C)(C)C)cc3)[nH]n2c(=O)c1Cl	1	3	-1.0	.	10	-11	-1	1	-0.9
O=C(Nc1ccc2c(c1)CCC2)c1cccc(F)c1	-6	3	0.3	-14	-10	-1	-9	1	6.1
CS(=O)(=O)N(CC(=O)Nc1ccccc1C(=O)N1CCCC1)c1ccc2c(c1)OCO2	-33	-2	0.0	-7	12	-1	0	0	-0.6
COC(=O)C1=C(C)N(Cc2ccccc2)C(=NCc2cccc(C(F)(F)F)c2)N[C@H]1c1cccc(F)c1	.	3&-4	-1.6	5	3	-3&-15	12&2	13&9	3.2&3.9
Cc1cc(C)cc(OCC(=O)OCC(=O)NCCC2=CCCCC2)c1	7	-4	.	.	.	-8	-1	2	-0.7
Cc1ccc(NC(=O)CCn2c(=O)c3cccn3c3ccccc32)c(C)c1	-5	-10	-0.3	-17	6	25	2	0	-0.6
O=C1CCC(CCC(=O)N2CCCC(C(=O)c3cccc(C(F)(F)F)c3)C2)=NN1 (configuration not stated)	-14	5	-0.1	11	13	-4	-5	2	-0.2
O=C1CSC(=NC2CCCCC2)N1	-21	-1	-0.6	-18	21	12	-2	1	-0.1
Cn1c(=O)c2c(SCC(=O)N3CCCc4ccccc43)nc(CC(C)(C)C)nc2n(C)c1=O	4	6	0.5	-5	-5	7	2	2	0.4
COc1ccc(C=Nc2cccnc2N)cc1	13	-1	1.4	4	5	-6	-2	18	3.8
COc1cccc(C(=O)NCc2ccco2)c1OC	-3	-4	-0.9	-6	-3	21	-5	3	0.0
Cc1ccc(CNC(=O)c2oc3c(c2C)-c2nn(Cc4ccc(Cl)cc4)cc2CC3)cc1	-30	-5	1.3	.	-11	17	-1	2	0.2
CCCS(=O)(=O)N1CCN(c2cc3c(cc2[N+](=O)[O-])n(C)c(=O)n3C)CC1	-20	-6	0.9	-13	-12	-22	-2	0	0.5
Cc1ccc(N=Nc2c(C)[nH]n(-c3ccccc3)c2=O)cc1Br	-3	-3	-0.5	7	3	19	-2	4	-0.1
CCC(C)NC(=O)c1ccccc1NC(=O)COc1ccc(OC)cc1 (configuration not stated)	9	-2	.	.	.	.	1	0	-0.8
COc1ccc(C[C@@H](NS(=O)(=O)c2ccc(C(=O)O)cc2)C(=O)O)cc1	.	-2	.	.	.	-1	-6	5	-0.4
CCOC(=O)C(=O)NCC(c1cccs1)S(=O)(=O)c1ccc(C)cc1 (configuration not stated)	2	-8	0.8	1	-4	-14	-1	0	-0.4
COc1ccc(NC(=O)c2sc3nc(C)cc(C)c3c2N)cc1	0	-4	-2.8	-2	6	-12	2	-2	-0.1
CCn1c(=O)c2cc(C(=O)NCCc3cc(OC)ccc3OC)sc2c2ccccc21	.	-4	-1.3	.	-8	-5	-8	0	-0.3
C=C(C)CSc1nc(N)c2c3c(sc2n1)CCC3	2	-4	-0.4	-2	-1	-7	-9	-1	-0.6
CS(=O)(=O)N(CC(=O)N1CCCCC1)Cc1ccccc1	3	1	0.2	17	-1	-12	-1	5	2.7
O=C(CN(C1CCCCC1)S(=O)(=O)c1ccc(Cl)cc1)NCc1ccncc1	-1	1	-0.4	-1	-3	-4	2	1	-0.4
O=C(Nc1ccccn1)c1ccc(C(=O)c2ccccc2)cc1	-5	-4	-0.1	-4	-3	-3	-2	3	-0.3
COc1ccc([C@@]2(O)c3c(ccc(CC=C(C)C)c3O)NC(=O)[C@@H]2OC)cc1	.	11	-0.8	-23	-2	44	-1	3	-0.5
CCOC(=O)c1c(S(=O)(=O)Nc2ccc(C)cn2)c(C)n(C)c1C	6	1	1.2	3	-4	-10	4	0	0.3
Cc1cccc(NC(=S)NCc2ccc(F)cc2)c1C	15	5	0.0	-8	13	26	10	-2	-0.4
CCOC(=O)C1(CC2CCCCO2)CCN(S(=O)(=O)c2ccc(C)s2)CC1 (configuration not stated)	1	-6	0.2	-11	10	15	-2	0	-0.9
Cn1c2c(c(O)c(-c3ccccc3)c1=O)C(=O)CC(C)(C)C2	-11	-2	-0.6	-6	16	-4	-5	0	0.0
CCOc1ccc(NC(=O)Cn2nc(SC)c(S(=O)(=O)c3ccccc3)c2N)cc1	.	2	.	.	-6	-7	-2	2	-0.4
CC(=O)Nc1c(C)nn(-c2ccccc2)c1N1CCC(C(=O)Nc2cccc(C(F)(F)F)c2)CC1	-10	1	1.0	.	-6	-27	19	2	0.3
Cc1ccc(C(=O)Nc2ccc(Nc3ccccc3)cc2)c(Cl)c1	-30	-16	0.9	1	8	-7	21	1	0.1
O=C(CCc1cn(Cc2ccccc2Cl)c2ccccc12)NC1CCCCC1	-13	0	0.8	.	4	-11	-8	2	-0.2
Cc1onc(-c2ccccc2Cl)c1C(=O)N1CCCCCC1	6	-2	-0.5	2	0	-4	4	0	0.3
CCN(CC)CCOC(=O)c1c(C)oc2ccc(OC)cc12	-29	2	0.4	-2	-14	1	-2	2	0.2
O=C(COc1cccc(Br)c1)Nc1ccc(N2CCOCC2)cc1N1CCOCC1	0	-3	-0.6	-3	25	2	0	-1	-0.3
CC(NC(=O)c1cccc(OC2CCN(C3CCN(C)CC3)CC2)c1)c1ccccc1 (configuration not stated)	-10	-1	0.8	-3	2	-6	-4	2	-1.0
Cc1c(NC(=O)CN2C(=O)NC3(CCCCC3C)C2=O)cccc1[N+](=O)[O-] (configuration not stated)	-3	-2	0.3	-6	-5	-14	-5	0	0.6
COc1ccccc1N1CCN(C(=O)COc2cc(C)ccc2C)CC1	0	7	-0.8	-5	-8	-23	-2	12	-0.6
Cc1ccc(NC(=O)COC(=O)CNC(=O)c2ccc(Cl)cc2Cl)cc1S(=O)(=O)N1CCOCC1	15	3	-0.5	-10	15	-25	2	31*	-0.7
C=CCNS(=O)(=O)c1ccc(OC)c(C)c1	-31	-3	-0.2	20	3	3	8	0	-0.9
CCOC(=O)c1csc(NNC=O)n1	1	0	0.6	2	2	12	3	2	0.2
O=C(NC1CC1)c1ccc2c(c1)N(Cc1ccccc1)CCS2	-36	-3	0.0	-25	4	-4	-1	-1	1.5
Cc1ccc(N(CC#N)C(=O)CS(=O)(=O)c2cccc([N+](=O)[O-])c2)cc1	-8	-7	0.3	4	2	-4	-1	1	0.3
CCOc1ccc(C(=S)N2CCCC2)cc1	4	-5	0.8	9	-1	-11	4	2	0.0
COC(=O)Cn1c(=NC(=O)c2ccc(OC)cc2)sc2cc(OC)ccc21	23	-4	-2.0	-11	3	3	4	2	-0.1
O=C1c2ccccc2C(Nc2ccc(Cl)cn2)N1c1ccccn1 (configuration not stated)	11	-2	-1.0	4	7	13	-1	1	-1.1
COC(=O)Cn1c(SCCOc2ccccc2OC)nc2ccccc21	.	-1	0.2	.	-8	3	-1	0	-0.3
CCC(CC)C(=O)Nc1nc2c(s1)CC(C)CC2 (configuration not stated)	-21	-1	4.7	.	-1	-20	1	33*	1.8
CCc1nnc(NC(=O)/C=C/c2ccc(C)o2)s1	8	0	-1.3	-4	1	-7	-3	-1	-0.2
Cc1cc(OC(C)C(=O)NCC2CCC(C(=O)O)CC2)c2c(C)c(Cc3ccccc3)c(=O)oc2c1 (configuration not stated)	.	2	-1.5	0	11	-7	-6	4	-0.3

# Molecules listed so far that contain an NH in an aromatic ring (2):
SMILES	RXFP1 antagonist	D1 PAM	D2 agonist	D2 antagonist	D2 PAM	D1 antagonist	TRHR PAM	D1 agonist	TRHR agonist
Cc1nc2nc(NC(=O)c3ccc(C(C)(C)C)cc3)[nH]n2c(=O)c1Cl	1	3	-1.0	.	10	-11	-1	1	-0.9
Cc1ccc(N=Nc2c(C)[nH]n(-c3ccccc3)c2=O)cc1Br	-3	-3	-0.5	7	3	19	-2	4	-0.1

# Quoted from the listing:
# Result of `Cn1c(=O)c2c(SCC(=O)N3CCCc4ccccc43)nc(CC(C)(C)C)nc2n(C)c1=O` in D2 PAM: -5
# Result of `O=C1CSC(=NC2CCCCC2)N1` in RXFP1 antagonist: -21

# Other results:
SMILES	RXFP1 antagonist	D1 PAM	D2 agonist	D2 antagonist	D2 PAM	D1 antagonist	TRHR PAM	D1 agonist	TRHR agonist
O=C(CCn1c(=O)c2ccccc2n(Cc2ccccc2)c1=O)NC1CCN(Cc2ccccc2)CC1	2	-2	-0.3	-28	-20	6	2	0	0.6
CCCN1CCC(=O)N([C@H](CSc2ccc(C)cc2)Cc2ccccc2)CC1	.	-7	0.2	13	-18	-17	-7	18	1.3
CCc1ccc(NC(=O)C2CCN(S(=O)(=O)c3c(C)noc3/C=C\c3ccc(OC)cc3)CC2)cc1	7	6	0.6	.	14	10	4	3	0.5
CNC(=O)CN(CCc1ccccc1)S(=O)(=O)c1ccc(OC)cc1	4	-5	1.0	-8	6	2	-4	2	-0.6
CCc1nnc(NC(=O)CSc2nccn2Cc2ccc(F)cc2)s1	.	0	-6.0	.	5	-11	4	5	-0.5
CC(C)C(NC(=O)C1CCCCC1)C(=O)Nc1ccccn1 (configuration not stated)	-7	-5	0.1	7	8	2	0	1	0.0
Cc1cc(OCC(=O)O/N=C(\N)Cc2cccs2)ccc1Br	-17	-2	-0.2	49*	2	-22	-3	9	0.5
COc1ccc(N2CCN(C(=O)Cc3ccc(OC)c(OC)c3)CC2)cc1	-9	5	1.5	-7	14	17	8	18	-0.5
COc1ccc(C(=O)N2CCN(c3cccc(Cl)c3)CC2)cc1S(=O)(=O)NC1CC1	-2	-2	16	10	3	9	4	3	0.4
O=C(CN1CCN(Cc2ccccc2Cl)CC1)N/N=C/c1ccco1	-24	-2	0.4	-9	-10	3	0	1	0.5
CN(CC(=O)NCc1ccncc1)S(=O)(=O)c1ccc(Cl)cc1	0	-3	-0.3	-11	1	9	0	1	-0.3
O=C(NC1CCCCC1)c1ccc2c(c1)N(Cc1ccc(Cl)cc1)C(=O)c1ccccc1S2(=O)=O	.	-2	0.4	.	-2	2	-2	5	0.6
COc1ccc(NC(=O)CC2C(=O)N(c3ccc(C)cc3)C(=O)N2Cc2cccnc2)cc1 (configuration not stated)	-1	-1	0.8	.	6	6	1	3	0.1
COc1ccc(NC(=O)CSc2nccn2-c2ccccc2)c(OC)c1	-6	1	0.2	-4	4	-4	0	0	-0.7
COc1cccc(NC(=O)N2CCN(C(=O)c3nsc4ccccc34)CC2)c1	-16	-3	-0.2	.	0	-45*	11	10	-0.9
Cc1ccc(CSc2nnc(-c3ccncc3)n2N)cc1	10	8	0.1	4	17	9	5	1	-0.4
O=C(Nc1ccc(Oc2ccsc2C(=O)O)cc1)c1ccccc1	1	2	-1.7	1	1	2	3	5	-1.0

# Outcome played no part in choosing rows; overall some 7.1% were active at least once.
